Screening results as filed in PubChem.
APJ antagonist: blocks the human apelin receptor APJ; P35414; CHO-K1 APJ beta-arrestin complementation, luminescence; inhibition, % at 20 µM; 330,000 compounds, 0.32% hits; AID 2521;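 active = inhibition above about 40% at 20 µM, limit read from the data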;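 note: cells challenged with 10 nM apelin-13 agonist together with compound; plate controls were apelin-13 plus DMSO wells for no effect and DMSO wells lacking apelin-13 for full effect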
Target sequence (P35414 whole entry, looked up): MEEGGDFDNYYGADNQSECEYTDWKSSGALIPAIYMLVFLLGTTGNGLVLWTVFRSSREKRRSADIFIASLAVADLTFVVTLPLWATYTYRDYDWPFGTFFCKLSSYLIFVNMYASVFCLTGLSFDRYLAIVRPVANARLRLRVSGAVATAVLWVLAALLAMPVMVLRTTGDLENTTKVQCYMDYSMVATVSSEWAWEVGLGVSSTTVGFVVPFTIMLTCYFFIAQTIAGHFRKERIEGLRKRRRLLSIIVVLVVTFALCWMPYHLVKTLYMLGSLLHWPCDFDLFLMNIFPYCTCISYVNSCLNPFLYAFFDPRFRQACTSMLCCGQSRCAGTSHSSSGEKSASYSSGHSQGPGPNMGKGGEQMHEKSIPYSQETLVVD
UPR XBP1 act: activators of adaptive arm of unfolded protein response (XBP1); CHO-XBP1 luciferase reporter, IRE1-XBP1 UPR activation, luminescence; percent of tunicamycin response, DMSO as zero; activation, % at 20 µM; 330,000 compounds, 0.33% hits;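 active = versus positive control, 20 µM dose yields 30% or more activation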;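 note: 100% = tunicamycin at 10 µg/mL and 0% = DMSO only wells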
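Material: CHO-XBP1 cells stably carrying IRE1-XBP1-driven luciferase reporter / Amount: 1000 cells per well / Compound: 20 µM, 1% DMSO / Times: 6 h treatment, 37 °C / Detection: luciferase luminescence / Measure: % activation of reporter signal versus tunicamycin and DMSO controls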
tim10-1 inh: tim10-1 yeast growth inhibition; S. cerevisiae tim10-1 ts strain growth, BacTiter-Glo, 24 h; inhibition, % at 20 µM; 330,000 compounds, 2.2% hits;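 active = inhibition of at least 40%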;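 note: mutant grown at 25 °C; 0% = DMSO wells with yeast and 100% = wells holding no yeast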
TIM10 inh: growth inhibitors of TIM10 yeast strain; AID 463195; S. cerevisiae TIM10 strain growth, BacTiter-Glo luminescence, 24 h; 330,000 compounds, 1.4% hits; inhibition, % at 10 µM;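 active = inhibition of 40% or more at the single tested concentration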;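 note: wild-type TIM10 isogenic control strain grown at permissive 25 °C; 0% = DMSO yeast wells and 100% = minimal medium wells without yeast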
APJ ag: agonists of human APJ apelin receptor | CHO-K1 APJ PathHunter beta-arrestin, luminescence; 0% DMSO wells, 100% apelin | activation, % at 20 µM | 330,000 compounds, 0.11% hits;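 active = activation more than six SD over the plate average, tested at 20 µM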;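 note: 0% = DMSO alone and 100% = apelin-13 at 10 nM; some results filed as inactive read as strong as hits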
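Test system: CHO-K1 APJ beta-arrestin complementation cell line. Amount: cell density 1000 per well. Controls: DMSO negative, 10 nM Apelin-13 positive. Signal: luminescent beta-gal fragment complementation, chemiluminescent substrate. Read-out basis: agonist-driven arrestin binding to APJ. Timing: compound stimulation 90 min at 25 °C, detection 60 min.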
CXCR6 inh: inhibitors of human CXCR6 receptor | AID 602244 | 360,000 compounds, 0.36% hits | CHO-K1 PathHunter CXCR6 beta-arrestin, luminescence | O00574 | inhibition, % at 20 µM; in the data active = inhibition above about 34%, passing the limit was not always enough;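 note: antagonist mode with CXCL16 agonist at 10 nM final; 0% = 10 nM CXCL16 with DMSO and 100% = unstimulated wells without agonist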
Target sequence (O00574 whole entry, looked up): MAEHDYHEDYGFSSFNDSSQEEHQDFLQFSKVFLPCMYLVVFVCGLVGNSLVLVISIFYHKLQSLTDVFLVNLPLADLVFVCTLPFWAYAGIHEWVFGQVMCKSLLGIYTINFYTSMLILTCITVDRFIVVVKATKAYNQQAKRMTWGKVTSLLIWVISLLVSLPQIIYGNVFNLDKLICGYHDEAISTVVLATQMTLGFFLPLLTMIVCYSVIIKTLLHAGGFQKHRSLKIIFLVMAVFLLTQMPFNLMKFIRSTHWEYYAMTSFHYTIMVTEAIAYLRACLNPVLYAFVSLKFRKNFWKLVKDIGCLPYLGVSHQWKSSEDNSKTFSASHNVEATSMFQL
Mdm2 MdmX PPI: inhibitors of human Mdm2/MdmX interaction; O15151+Q00987; 330,000 compounds, 3% hits; SaOS-2 split-luciferase Mdm2/MdmX complementation, luminescence; AID 485346; inhibition, % at 8 µM;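 active = inhibition of at least 50% at 8 µM in the primary screen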
UPR CHOP act: activators of apoptotic arm of unfolded protein response (CHOP). AID 449763. activation, % at 10 µM. 330,000 compounds, 0.34% hits. CHO-CHOP luciferase reporter, UPR activation, luminescence; percent of tunicamycin response over DMSO baseline;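 active = at 10 µM dose, activation of 40% or more, normalized to positive control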;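 note: 100% = tunicamycin at 10 µg/mL and 0% = DMSO alone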
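System: CHO-CHOP luciferase reporter cell line; amount: 500 cells/well; buffer or medium: F12 medium containing 10% fetal bovine serum; incubation: 6 h compound exposure at 37 °C after overnight seeding; measured by: luciferase luminescence after 10 min with Steady-Glo reagent; evaluation: % reporter activation, DMSO baseline versus tunicamycin full activation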
tim23-1 inh: growth inhibitors of tim23-1 mutant yeast | S. cerevisiae tim23-1 growth, BacTiter-Glo luminescence, 24 h | inhibition, % at 20 µM | 330,000 compounds, 1.3% hits;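 active = growth inhibition of the mutant yeast at or above 50%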;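 note: temperature-sensitive mutant grown at 25 °C; plate controls were DMSO-treated mutant yeast for no effect and medium wells lacking yeast for full effect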
Starred values were filed as active, the others as inactive; · = no result given. Some of the compounds tested. The share of hits here may be higher or lower than overall.

entry	mol	APJ antagonist	UPR XBP1 act	tim10-1 inh	TIM10 inh	APJ ag	CXCR6 inh	Mdm2 MdmX PPI	UPR CHOP act	tim23-1 inh
1	O=C(CSc1cccc[n+]1[O-])Nc1ccc([N+](=O)[O-])cc1Cl	0	2	-8	-4	-2	-3	16	1.0	13
2	COc1ccc(-c2noc(N(C)CC(=O)Nc3cccc(C(F)(F)F)c3)n2)cc1	-29	1	35	39	0	-6	-20	0.1	21
3	Cc1ccc(NC(=O)CS(=O)CC(=O)N(c2ccccc2F)C(C)C(=O)NC2CCCC2)cc1 (stereo unspecified)	10	6	8	-12	-3	-4	12	-2.4	13
4	CCOC(=O)c1c(NC(C)=O)sc2c(OC)cccc12	13	1	11	7	4	0	31	2.7	1
5	COc1ccccc1C(=O)N1CCCN(C(=O)c2ccccc2OC)CC1	6	-2	6	10	1	-1	20	1.1	2
6	COc1ccc2nc(NC(=O)c3ccccc3[N+](=O)[O-])sc2c1	22	2	17	10	-1	0	-22	3.0	39
7	Fc1ccc(NC(=S)NN2CCOCC2)cc1Cl	8	2	-11	-4	0	-6	3	-0.7	4
8	CCc1ccc(CCC(=O)Nc2nc(CC(C)=O)ns2)o1	9	-3	8	12	-1	-12	-6	-1.1	17
9	O=C(Nc1ccc(Cl)cc1)C1CCCN(c2cnccn2)C1 (stereo unspecified)	-10	-4	8	-22	1	3	9	0.6	3
10	C=CCN(CC(=O)NC1CCCC1)C(=O)C(=O)Nc1ccc2c(c1)OCCO2	2	-2	20	13	-4	2	27	-0.5	-3
11	CN1/C(=C\C(=S)NC(=O)c2ccc([N+](=O)[O-])cc2)C(C)(C)c2ccccc21	22	-1	12	9	-5	16	-3	0.6	-3
12	O=C(Nc1ccc2c(c1)OCO2)c1ccc(Cl)c(S(=O)(=O)N2CCOCC2)c1	-11	-2	14	19	7	-11	-3	5.5	17
13	Cc1ccc(S(=O)(=O)N2CCN(CC(O)c3ccccc3)CC2)cc1 (stereo unspecified)	4	2	6	3	-1	-7	2	0.0	12
14	C=CCn1c(N)c(C(=O)NCC2CCCO2)c2nc3ccccc3nc21 (stereo unspecified)	16	1	19	20	-7	2	10	1.6	12
15	CCC1(c2ccc(F)cc2)NC(=O)N(CC(=O)N2CCN(S(=O)(=O)c3ccc(Cl)cc3)CC2)C1=O (stereo unspecified)	-1	-2	-3	8	2	-9	-5	1.8	12
16	Cc1ccc(C(=O)/C=C/c2cc(C#N)n(C)c2C)cc1	-4	-3	37	13	-2	-2	13	2.8	30
17	Cn1c(SCC(=O)Nc2ccc(Br)cc2)nc(O)cc1=O	23	2	13	8	-4	2	-16	2.4	2
18	CCc1ccccc1NC(=O)c1ccccc1Sc1ccc([N+](=O)[O-])cc1Cl	-6	0	19	15	-1	6	14	-0.8	7
19	COCCN(C(=O)Cc1coc2cc(C)c(C)cc12)c1c(N)n(Cc2ccccc2)c(=O)[nH]c1=O	15	-5	2	-2	0	-2	26	1.1	5
20	COc1ccc(-c2cn3cccnc3n2)cc1NC(=O)c1cccs1	-12	0	-2	-8	-3	-4	-17	0.0	6
21	COc1cccc(NC(=S)N2CCc3cc(OC)c(OC)cc3C2COc2ccc3c(C)cc(=O)oc3c2)c1 (stereo unspecified)	7	-4	11	5	-3	-2	27	-0.9	4
22	CCc1ccc2c(c1)[C@]1(C(=O)N2)[C@@H]2C(=O)N(Cc3ccccc3)C(=O)[C@@H]2[C@@H]2CCCN21	-3	-1	20	22	1	-7	0	2.9	22
23	COc1ccc(N2C3=C(CC4=C2CCCC4=O)C(=O)CCC3)cc1	-10	0	21	3	6	2	31	0.4	6
24	C/C(=N\OCc1cccc(C(=O)O)c1)c1ccc(Cl)cc1	6	-9	15	6	2	1	17	-7.8	14
25	O=C(Cn1cc2c(n1)CCCC2)N1CCCc2ccccc21	23	-2	16	11	-3	1	32	1.1	32
26	O=C(Nc1cccc(S(=O)(=O)N2CCCCC2)c1)C1COc2ccccc2O1 (stereo unspecified)	-2	-3	16	18	1	0	11	2.7	30
27	CC(=O)c1c(C)[nH]c(C(=O)COC(=O)C2(C)CC2(Cl)Cl)c1C (stereo unspecified)	-3	0	5	-16	-1	-18	23	4.4	23
28	O=C(NCCCn1ccnc1)c1cn(-c2ccccc2)nc1-c1ccc(F)cc1	4	3	6	-4	0	7	-17	1.8	-10
29	CSc1ccccc1C(=O)NC1CCCN(c2ccc(C(F)(F)F)cn2)C1 (stereo unspecified)	-13	-4	43*	-7	-3	8	7	5.1	24
30	COc1ccc(CNC(=O)C(CCSC)NS(=O)(=O)c2ccccc2F)cc1 (stereo unspecified)	-1	-2	-9	7	-3	-3	-2	-1.5	6

More entries follow:
entry	mol	APJ antagonist	UPR XBP1 act	tim10-1 inh	TIM10 inh	APJ ag	CXCR6 inh	Mdm2 MdmX PPI	UPR CHOP act	tim23-1 inh
31	CSc1nc2nc(-c3cccc(C(F)(F)F)c3)ccn2n1	-5	1	-9	-28	0	-5	5	1.3	-9
32	CCn1c(CCC(=O)Nc2cc(F)ccc2C)nc2cc(S(=O)(=O)N(C)C)ccc21	0	0	21	-7	1	-8	8	-0.7	1
33	O=C(CNC(=O)c1ccc(S(=O)(=O)N2CCCC2)cc1)N/N=C/c1ccc(Cl)cc1	-13	0	2	6	0	-8	4	5.2	-2
34	O=C(CSc1ccccc1)Nc1nnc(C2CC2)s1	-30	-2	25	17	-1	0	-5	4.3	10
35	Cc1ccsc1-c1nc(-c2ccccc2)c(-c2ccccc2)[nH]1	16	1	35	19	-3	-9	12	1.9	12
36	Cc1ccc(NS(=O)(=O)c2cccc(C(=O)NCCCN3CCOCC3)c2)cc1	-6	-4	-22	1	-2	2	2	0.0	-22
37	CN(Cc1ccccc1)C(=O)CCC1CCN(C(=O)c2ccccc2C(F)(F)F)CC1	3	-1	9	3	-2	3	0	-1.1	2
38	Cc1sc2nc(CSc3nnc(Cc4cccs4)n3C3CCCCC3)[nH]c(=O)c2c1C	3	-2	31	7	2	5	1	0.5	10
39	Cc1c(NC(=O)/C(C#N)=C\c2cccs2)c(=O)n(-c2ccccc2)n1C	-3	0	9	5	4	3	0	1.7	11
40	COCCNC(=O)C1CC(=O)N(c2ccc(OC)cc2)C1c1ccc(OC)cc1 (stereo unspecified)	4	-1	1	-10	-2	-9	15	0.1	21
41	CCC1=NN2C(=N)/C(=C\c3ccc(OCCOc4ccc(NC(C)=O)cc4)cc3)C(=O)N=C2S1	15	-5	-25	-30	-1	5	8	0.5	-25
42	CCOC(=O)CSc1cc(C)nc2ccc(OC)cc12	-6	-1	22	10	-1	5	0	-1.1	21
43	O=C(Cn1cccc1)N1CCN(C(c2ccccc2)c2ccccc2)CC1	5	1	28	25	-6	16	15	0.4	23
44	COc1cc(C(Nc2ccc(S(=O)(=O)NCC3CCCO3)cc2)C(=O)NC(C)(C)C)cc(OC)c1OC (stereo unspecified)	2	-2	7	-5	-1	-2	5	0.2	12
45	Cc1ccc(S(=O)(=O)CCc2nnc(NC(=O)COc3cccc(C)c3)s2)cc1	-2	4	-1	-11	-5	0	15	-0.8	-3
46	C=CCN1C(=O)/C(=c2\sc3nc(=O)c(Cc4ccc(OC)c(OC)c4)nn3c2=O)c2ccccc21	1	1	6	-12	-4	2	10	-1.0	-1
47	Cc1coc2cc3oc(=O)c4c(c3cc12)CCC4	10	-1	9	-24	-2	·	8	-4.1	3
48	Cc1ccc(N2C(=O)C(CC(=O)Nc3cccc(F)c3)N(C3CC3)C2=O)cc1 (stereo unspecified)	2	4	13	6	-4	1	-9	0.8	7
49	CCCCC(c1nnnn1Cc1ccco1)N1CCN(C(=O)c2ccco2)CC1 (stereo unspecified)	-1	-2	33	8	-3	-9	1	-3.0	4
50	COc1ccc(-c2nnc(SCC(=O)NC3CCCC3)n2C)cc1	9	-2	-13	6	-1	-2	13	-0.3	15
51	Cc1cc(NS(=O)(=O)c2ccc3c(c2)OCCO3)no1	3	2	7	10	-3	-25	-6	-1.5	11
52	O=C(COc1ccccc1-c1ccccc1)N/N=C/c1ccncc1	-10	-4	16	14	-3	5	5	-1.9	53*
53	Cc1cc(-n2c(=O)c(C#N)cc3c(=O)n4cccc(C)c4nc32)no1	15	2	2	-46	0	4	-11	2.5	-9
54	CCOC(=O)n1c(SCC(N)=O)nc2ccccc21	8	-1	10	5	5	-4	-29	-1.5	6
55	Cc1cc(C)n2nc(-c3ccccc3)c(-c3ccccc3)c2n1	-11	-1	12	8	-4	8	-15	2.2	19
56	Cc1cc(C)nc(NC(=O)c2cccc(Br)c2)n1	-11	-1	18	9	-2	-1	-19	2.5	6
57	CCCOP(=O)(c1ccccc1)c1ccccc1	-39	0	4	-17	-2	2	14	2.8	8
58	CCCN(CC(=O)Nc1ccccc1C)C(=O)c1cccc(-n2cnnn2)c1	4	-4	5	0	-3	3	-1	-0.6	2
59	COC(=O)C1=C(NC(=O)CCCCl)CCS1	7	1	12	15	-3	2	-5	-1.3	6
60	CN(Cc1cccs1)S(=O)(=O)c1cccs1	16	-1	-13	-19	-1	-3	-8	-1.5	-7

Further structures follow.
entry	mol	APJ antagonist	UPR XBP1 act	tim10-1 inh	TIM10 inh	APJ ag	CXCR6 inh	Mdm2 MdmX PPI	UPR CHOP act	tim23-1 inh
61	CCCOc1ccc(C(=O)NC(=S)NCc2cccnc2)cc1	6	-1	31	18	-3	-12	3	0.2	37
62	Cc1ccc(-c2nc(CS(=O)(=O)CC(=O)NCCCN3CCN(C)CC3)c(C)o2)cc1	15	-2	-1	-13	4	2	23	-2.1	6
63	COc1ccc(NC(=O)c2cnc3n(c2=O)CCS3)cc1OC	3	-4	18	3	0	4	6	0.6	9
64	Cc1sc2nc3ccc(N4CCCCC4)nn3c(=O)c2c1C	7	1	37	23	-2	-10	-47	5.6	32
65	CC1CCCCN1CC(=O)NC(c1ccccc1)c1ccccc1 (stereo unspecified)	10	-3	2	1	-1	9	-17	0.7	19
66	N#Cc1ccc(C(=O)OCC(=O)Nc2cccc(S(=O)(=O)NC3=NCCC3)c2)cc1	-4	-2	-1	-1	3	-2	6	2.1	5
67	CCC(C)(C(=O)Nc1ccccc1C)N(C(=O)CNC(C)=O)c1ccccc1C (stereo unspecified)	-15	-2	3	5	-2	1	-13	-1.1	-1
68	CC(NC(=O)C(=O)N1CCCCC1)C(c1cccs1)N1CCN(c2ccc(F)cc2)CC1 (stereo unspecified)	38	-2	20	2	0	1	29	-0.3	11
69	CCN(c1cccc(C)c1)S(=O)(=O)c1ccc2c(c1)N(C(C)=O)CCS2	7	3	28	-4	-4	3	-7	-0.9	33

Whole records as entered above. Screens in order: APJ antagonist	UPR XBP1 act	tim10-1 inh	TIM10 inh	APJ ag	CXCR6 inh	Mdm2 MdmX PPI	UPR CHOP act	tim23-1 inh
CCC(C)(C(=O)Nc1ccccc1C)N(C(=O)CNC(C)=O)c1ccccc1C (stereo unspecified) is listed as -15	-2	3	5	-2	1	-13	-1.1	-1
CCN(c1cccc(C)c1)S(=O)(=O)c1ccc2c(c1)N(C(C)=O)CCS2 is listed as 7	3	28	-4	-4	3	-7	-0.9	33
